aSyn UTR inh: MLPCN primary screen, SNCA 5' untranslated region. inhibition, % (tested at 7.5 µM). alpha-synuclein 5'UTR reporter, inhibitor activity. actives 0.82% (n = 300,000); in the data active = inhibition above about 60%; inconclusive = no clear call, values can overlap the other calls;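 note: H4 neuroglioblastoma cells stably carrying SNCA 5'UTR luciferase fusion; 0% = DMSO wells and 100% = positive control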
KLF5 inhibitor: inhibitors of KLF5 expression. DLD-1 KLF5 promoter-luciferase reporter, luminescence. inhibition, % at 5 µM. actives 0.23% (n = 290,000);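 active = inhibition above a per-plate limit of that plate's mean compound inhibition plus 3 SD, cut at about 60% in these data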;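 note: 0% = DMSO wells and 100% = LY294002 at 200 µM; higher means less KLF5 promoter-driven luciferase light; inactives centre near -14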
IEC-6 tox: IEC-6 cytotoxicity, counter-screen for KLF5 inhibitors. luminescence viability. inhibition, % at 5 µM. actives 0.78% (n = 290,000). AID 1825; in the data active = inhibition above about 22%;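 note: 0% = plate median of test compound wells and 100% = cytotoxic reference compound wells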
HDAC3 inh: blocks human histone deacetylase 3 | actives 0.15% (n = 320,000) | AID 2718 | inhibition, % at 8.3 µM | O15379 | recombinant HDAC3, fluorogenic peptide/trypsin coupled, fluorescence; in the data active = inhibition above about 26%, passing the limit was not always enough; inconclusive = no clear call, values can overlap the other calls
Target sequence (O15379 whole entry, looked up): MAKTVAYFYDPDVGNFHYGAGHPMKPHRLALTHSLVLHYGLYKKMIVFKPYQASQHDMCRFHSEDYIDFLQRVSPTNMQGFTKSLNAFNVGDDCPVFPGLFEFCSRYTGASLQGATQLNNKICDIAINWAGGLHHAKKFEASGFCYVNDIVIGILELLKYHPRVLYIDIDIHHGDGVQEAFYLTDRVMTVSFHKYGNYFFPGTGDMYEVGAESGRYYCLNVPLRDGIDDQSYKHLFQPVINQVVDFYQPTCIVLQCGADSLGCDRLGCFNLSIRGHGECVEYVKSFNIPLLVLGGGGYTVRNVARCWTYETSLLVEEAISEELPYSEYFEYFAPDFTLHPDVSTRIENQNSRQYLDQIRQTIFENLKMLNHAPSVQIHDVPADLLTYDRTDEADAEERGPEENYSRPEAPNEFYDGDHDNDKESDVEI
HSP90 inh: HSP90 refolding inhibition in rabbit reticulocyte lysate | luciferase refolding luminescence, 3 h | inhibition, % at 5.6 µM | actives 0.91% (n = 290,000) | AID 1789;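 active = inhibition above the screen-wide mean plus 3 SD, computed separately per campaign, cut at about 16% in these data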;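 note: 0% = DMSO wells and 100% = 60 µM geldanamycin wells; inhibitors lower the luminescence because luciferase stays unfolded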
HSF-1 act: increases HSF-1 driven luciferase reporter signal | NIH3T3-HGL HSF-1 luciferase reporter, MG132, 8 h; 100% = twice DMSO control signal | actives 1.7% (n = 300,000) | activation, % at 9 µM;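 active = mean replicate activation of at least 50% with a set share of replicates each reaching 50%; inconclusive = only one of those two conditions met; inactive = mean below 50% and too few replicates reaching it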;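 note: 0% = median of the neutral control wells and 100% = twice that signal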
Platelet DG rel: modulates dense granule release in human platelets | human platelet-rich plasma, SFLLRN dense granule ATP release, luminescence | inhibition, %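 (compounds screened at 7.5 µM in platelet-rich plasma)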 | actives 0.22% (n = 300,000);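 active = mean replicate score, as percent of positive control, at or above 50; inconclusive = mean below 50 but at least one replicate at or above 50; inactive = mean and every replicate below 50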
HSF1 inh: HSF1 inhibition. NIH3T3-HGL HSE-luciferase, MG132-induced, luminescence 8 h; hits give low values. activity change, negative = inhibition, % at 7.5 µM (by protocol). actives 0.77% (n = 300,000). AID 2098;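 active = more than half of replicate wells show activity change below -50%, luminescence cut by over half; inconclusive = some wells, but at most half, below -50%; inactive = no replicate well below -50%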;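 note: luciferase reports HSF-1 transcriptional activity via heat shock element; 0% = median of DMSO wells and -100% = zero luminescence signal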
HIF activator: HIF pathway transcriptional activation; U2OS HRE-luciferase reporter, luminescence; normalized: DMSO 0%, desferrioxamine 100%; activation, % at 7.5 µM (by protocol); actives 0.32% (n = 300,000);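 active = mean activation of at least 10% of the iron chelator positive control signal, with at least half of replicates also reaching 10%; inconclusive = mean and replicate majority disagree about reaching 10%; inactive = mean and most replicates under 10%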
AI-2 QS mod: modulators of Vibrio harveyi AI-2 quorum sensing system. Vibrio harveyi JMH597 AI-2 luminescence/OD600 ratio, 9 h; hits give low values; strain lacks LuxN and CqsS sensors; 0 = neutral-control median. activity change, % at 7.5 µM. actives 0.4% (n = 300,000); in the data active = activity change below about -75%, passing the limit was not always enough; inconclusive = no clear call, values can overlap the other calls;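 note: luminescence divided by OD600 gain over 9 h not by final OD600 alone; inactives centre near 13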
Active calls of the source: *; ? = inconclusive; . = no result given.

SMILES	aSyn UTR inh	KLF5 inhibitor	IEC-6 tox	HDAC3 inh	HSP90 inh	HSF-1 act	Platelet DG rel	HSF1 inh	HIF activator	AI-2 QS mod
CCC(C)NC(=O)CCC(=O)NNc1nc2ccccc2c2nc(C)nn12 (stereo not drawn)	4	13	4	1	-2	6	4	-3	0.5	92
CC(=O)c1ccc(NC(=O)CCc2c(C)nn(-c3ccc(N4CCOCC4)nn3)c2C)cc1	-38	-33	4	8	3	7	10	7	2.8	2
Cc1ccc(C(OCC(O)CN2CCCCC2)c2ccccc2)cc1 (stereo not drawn)	-6	-3	0	8	-2	-3	1	-12	-5.0	26
COc1ccc(C(=O)O/N=C(/c2cccs2)C(C)(C)C)cc1	-11	-24	-1	4	-1	-8	7	8	-0.5	1
NCc1c(O)ccc2ccccc12	15	-20	-3	-2	2	-3	-1	-6	-0.8	17
Cn1c(=O)n(C)c2cc([N+](=O)[O-])c(N3CCN(C(=O)c4ccccc4Cl)CC3)cc21	16	-12	5	-3	2	-4	-35	-7	-0.8	11
Oc1csc(Cc2nc(-c3ccc4ccccc4c3)cs2)n1	-236	-41	5	1	5	20	1	-2	5.2	4
CSCCC(NS(=O)(=O)c1ccccc1F)C(=O)N1CCCCCC1 (stereo not drawn)	-15	-10	3	-6	-3	-4	-3	-3	-10	17
Cc1ccc(C(=O)Nc2ncccc2O)cc1S(=O)(=O)N1CCCCC1	-13	.	.	?	.	3	-8	-5	-8.3	-8
COc1ccccc1/C=C/C(=O)NC1CC2CCC1C2 (stereo not drawn)	-58	-53	4	-1	-1	14	3	2	0.8	5
Cc1nc2ccc(S(=O)(=O)N(C)CC(=O)NCc3ccc4c(c3)OCO4)cc2s1	13	-33	1	4	1	-4	-3	-4	0.4	24
FC(F)(F)c1ccc(Cl)c(-n2c(-c3cc(-c4ccco4)[nH]n3)n[nH]c2=S)c1	14	7	-5	5	0	10	6	-7	-0.1	.
CCn1c(=O)n(CC(=O)Nc2ccc(F)cc2)c(=O)c2ccccc21	-7	3	-3	0	1	-15	2	1	-0.1	-61
CC1Oc2ccccc2OC1(O)c1ccc2ccccc2n1 (stereo not drawn)	-31	-6	0	0	-4	3	11	-5	-0.8	12
Cc1nc(NC(=O)c2ccccc2)sc1-c1csc(NCc2ccccc2)n1	-22	-76	11	1	60*	9	-5	8	1.5	42

Complete entries from above. Order of screens: aSyn UTR inh	KLF5 inhibitor	IEC-6 tox	HDAC3 inh	HSP90 inh	HSF-1 act	Platelet DG rel	HSF1 inh	HIF activator	AI-2 QS mod
CCC(C)NC(=O)CCC(=O)NNc1nc2ccccc2c2nc(C)nn12 (stereo not drawn) as listed: 4	13	4	1	-2	6	4	-3	0.5	92
Cc1ccc(C(=O)Nc2ncccc2O)cc1S(=O)(=O)N1CCCCC1 as listed: -13	.	.	?	.	3	-8	-5	-8.3	-8
Cc1ccc(C(OCC(O)CN2CCCCC2)c2ccccc2)cc1 (stereo not drawn) as listed: -6	-3	0	8	-2	-3	1	-12	-5.0	26

(list continues)
SMILES	aSyn UTR inh	KLF5 inhibitor	IEC-6 tox	HDAC3 inh	HSP90 inh	HSF-1 act	Platelet DG rel	HSF1 inh	HIF activator	AI-2 QS mod
O=C(NCCc1ccccc1)c1coc(=O)c(Br)c1	-77	-3	0	7	-2	35	8	24	3.7	-59
O=[N+]([O-])c1cccnc1N1CCC(c2cc(-c3ccc(Cl)cc3Cl)n[nH]2)CC1	5	16	9	16	9	8	-3	1	-0.1	19
COc1cc(CN2CCN(Cc3ccc(C)cc3)CC2)c([N+](=O)[O-])cc1OC	4	-8	0	-1	2	11	10	13	-0.3	18
CCOC(=O)c1oc2nc(C)c3c(c2c1N)CC(C)(C)OC3	-8	5	4	-6	-2	2	2	-7	-0.1	10
CCOc1ccc(-n2c(SCC(=O)NCc3ccco3)nc3ccccc3c2=O)cc1	24	-24	5	4	3	7	0	11	-0.4	23
CCOC(=O)c1sc(N/N=C/c2ccc(N(C)C)cc2)nc1C	-24	2	-4	-11	-2	6	-3	-1	0.8	8
O=C(c1cccc(C(F)(F)F)c1)N1CCC(O)(CS(=O)(=O)Cc2ccccc2Cl)CC1	17	-16	-1	6	-2	-5	-2	-4	-0.3	19
C#CCCOC(=O)N1C2=NC(C(=O)OC)=C(C(=O)OC)[C@@H]3N(C)c4ccc(OC)cc4[C@]23C[C@H]1C(=O)OC	-33	.	.	1	.	4	-2	-1	0.0	5
CCCCn1c(=O)[nH]c(=O)c2c1nc(-c1ccc3ccccc3c1)n2CC	38	-33	0	-2	1	8	-3	-2	-0.5	26
CCN(C(=O)C1CCCN(c2nc(-c3ccc(OC)cc3)no2)C1)c1ccccc1F (stereo not drawn)	18	-11	0	12	2	4	4	-2	-0.2	21
Cc1cc(C)cc(NC(=S)NCc2ccc3c(c2)OCO3)c1	4	-42	4	-2	2	24	-3	12	0.4	-8
COc1cccc2sc(Nc3nc(-c4ccncc4)cs3)nc12	105*	54	54*	0	-1	-4	3	-7	0.1	6
Cc1cc(C(=O)OCC(=O)N2CC(=O)Nc3ccccc32)c(C)n1-c1ccc(F)cc1	-17	-9	4	6	5	11	13	8	0.6	13
COCCNC(=O)CSc1nccn1Cc1ccc2c(c1)OCO2	2	-23	4	-10	0	1	9	9	-0.4	14
Cc1cccc(NC(=S)NCC(c2cccnc2)N2CCOCC2)c1 (stereo not drawn)	15	-12	-4	2	-2	11	21	1	-0.3	15
COc1ccc(N2CCN(C(=O)CCCn3c(=O)[nH]c4cc(Cl)ccc4c3=O)CC2)cc1	24	-46	2	-3	3	-21	-4	-5	-0.6	18
CCc1ccccc1NC(=O)NC1CC2CCC(C1)N2Cc1ccco1 (stereo not drawn)	-2	-43	6	1	-6	4	3	-2	0.1	9
COc1ccc(CCN(C)CC(=O)Nc2c(C)cc(C)cc2C)cc1OC	1	-14	-1	-5	0	1	0	2	0.3	10
O=c1c2ccccc2nc(SCc2cccc(F)c2)n1-c1cccc(S(=O)(=O)N2CCCC2)c1	13	18	-2	16	11	18	0	-5	-0.7	15
CCC(=O)c1ccc(OCCSc2ncccn2)cc1	-56	-72	7	11	11	33	10	6	1.7	-18
CC1CC(=O)c2cnc(Nc3ccccc3)nc2C1 (stereo not drawn)	-134	-183	-4	.	6	38	7	7	2.7	2
Cc1ccc(NC(=O)CSCC(=O)NNC(=O)c2ccoc2C)cc1	5	.	.	-2	.	-9	-9	0	-0.4	30
CCOC(=O)C(CCCCCOc1ccccc1[N+](=O)[O-])C(=O)OCC	12	-35	9	2	1	4	0	3	-0.2	8
COC(=O)c1ccc(C(NC(=O)OCc2ccccc2)/C(F)=C/[C@@H](C)C(=O)NCc2ccc(-c3ccccc3)cc2)cc1 (stereo partly drawn)	.	-32	1	5	0	.	.	.	.	.
Cc1nn(Cc2ccccc2Cl)c(C)c1NC(=O)c1nc2ncccn2n1	-13	-10	-4	0	2	?	-5	40	0.0	41
O=C(Nc1cccc2ccccc12)c1ccc([N+](=O)[O-])s1	-45	-9	4	1	3	71*	9	41	-0.1	18
COc1ccc(CC(=O)NCc2ccccc2)cc1S(=O)(=O)N1CCOCC1	11	-27	0	0	-2	2	0	2	-0.1	29
Cc1ccc(OCC(=O)Nc2cc(S(=O)(=O)N3CCCCC3)ccc2N2CCN(C)CC2)c(C)c1	12	.	.	1	.	21	-13	7	-0.1	-15
O=C1c2ccccc2C(=O)N1CCCSc1nc2ccccc2o1	-1	-16	5	4	2	19	2	17	-0.3	-40
Cc1oc2c(CN3CCCC3)c(O)ccc2c(=O)c1-c1ccccc1	16	-5	0	-40	1	15	10	2	-0.1	21
COc1cc(-n2c(=O)c3ccccc3n(Cc3cccnc3)c2=O)cc(OC)c1OC	-1	-1	-2	-6	-2	7	11	-2	-0.6	71
Cc1[nH]c(=O)[nH]c(=O)c1CSc1nnc([C@H](CC(C)C)NC(=O)OC(C)(C)C)o1	11	-8	6	8	-1	-4	-22	2	-0.3	25
Cc1cccc(N(C(=O)Cn2nnc3ccccc32)C(C(=O)NCc2ccco2)c2ccncc2)c1 (stereo not drawn)	-38	4	-13	-5	-4	39	0	22	0.5	10
Cc1ccccc1CN(C)CC(=O)Nc1cccc(S(=O)(=O)N(C)c2ccccc2)c1	21	-5	-5	3	3	3	-8	-2	-0.2	9
Cc1ccc(OCC(O)CN2CC3(C)CC2CC(C)(C)C3)cc1 (stereo not drawn)	-22	8	-2	0	2	6	-3	-16	-0.4	30
O/N=C(/c1ccccc1)c1cc2cc(Br)cc(Br)c2o1	-23	-9	8	3	2	-2	-3	-1	0.7	12
NC(=O)c1ccc2c(=O)c(O)c(-c3cc(Cl)c(N)c(Cl)c3)[nH]c2c1	-11	-31	-11	-4	-1	7	3	0	-1.5	15
O=C(Cc1ccc(Br)cc1)Nc1ccc(S(=O)(=O)Nc2ncccn2)cc1	-3	-6	-3	-3	3	-14	-4	-5	-3.1	?
CCOC(=O)Cn1c(=O)oc2cc(S(=O)(=O)N(C)Cc3ccccc3)ccc21	2	-9	6	1	2	-2	-1	-2	-0.9	14
O=C(CCCCCNC(=O)c1ccccc1)N/N=C/c1ccc(O)cc1O	9	-1	0	3	1	0	-2	8	-0.4	9
COc1ccc(OC)c(Nc2nc(-c3cccs3)cs2)c1	-50	-10	9	0	12	9	3	3	-0.4	38
CC(C)(C)C(=O)Nc1cccc(C(=O)c2cccc(NC(=O)C(C)(C)C)c2)c1	18	-42	0	1	1	7	4	2	0.2	-6
O=C(Sc1cccc2cccnc12)c1ccccc1Br	-242	62*	102*	-3	2	207*	0	138	8.4	7
Cc1ccc(NCC(=O)N/N=C/c2cc(O)ccc2[N+](=O)[O-])cc1	-5	-3	-2	-14	5	-9	1	-9	0.2	21
O=C(NNC(=O)c1cc(C(F)(F)F)cc(C(F)(F)F)c1)c1ccc(Cl)cc1	6	-16	-1	5	2	7	-39	-5	0.0	8
Cc1ccc(S(=O)(=O)N2CCc3c2cc([N+](=O)[O-])cc3[N+](=O)[O-])cc1	13	-3	2	1	5	-5	4	4	-0.1	11
COc1ccc(COC(=O)C2CCN(S(=O)(=O)c3ccc(F)cc3)CC2)cc1	-3	.	.	-2	.	13	-3	-5	-0.4	32
O=C(NCCNC(=O)C(F)(F)F)c1ccncc1	-2	.	.	0	.	12	-12	-6	-0.2	7
CCOC(=O)C1NN=C(C(=O)c2ccccc2)C1c1ccccc1 (stereo not drawn)	15	20	-2	.	-2	31	-18	1	-0.1	-13
O=C(CN1C(=O)CCC1=O)NCC12CC3CC(CC(C3)C1)C2	-22	-2	2	1	4	-11	-2	2	-0.4	11
O=S(=O)(c1ccc(Cl)nc1)N1CCCc2ccccc21	-3	19	3	1	2	7	2	0	-0.2	9
Cc1ccc(CN(Cc2ccco2)C(=S)NCC(=O)O)cc1	30	2	6	2	4	-12	-13	-6	-0.3	1
CN(C)CCCN(C(=O)COc1ccccc1)c1nc2cc3c(cc2s1)OCCO3	4	-47	0	1	3	21	-3	5	-0.4	26
CC(=O)NCC(=O)NC(C(=O)Nc1ccc2c(c1)OCCO2)c1ccc(C)cc1 (stereo not drawn)	-13	3	-4	-1	2	18	3	-6	0.0	13
COc1ccc(S(=O)(=O)N2CCCC2C(=O)NCC(=O)Nc2cccc(Cl)c2C)cc1 (stereo not drawn)	2	-16	-9	-9	-1	44	-5	0	-33	24

Screening results deposited in PubChem by several laboratories.
